Screening data (PubChem BioAssay)
BAZ2B block = qHTS Assay for Inhibitors of BAZ2B. 4.4% of 360,000 active. AID 504333, 2011. AlphaScreen BAZ2B-H3K14Ac peptide displacement. Bromodomain adjacent to zinc finger domain protein 2B (Homo sapiens), Q9UIF8. Potency, µM (highest dose often 114 µM), without a hit: top-dose activity change, negative = inhibition, actives largely listed as inhibitors; note: % is set by controls: 0 for no effect and ±100 for the full control effect; nearly all actives have a fitted effect of over 60% in size
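AlphaScreen displacement of biotin-H3(5-23)K14Ac peptide (50 nM final) from BAZ2B (50 nM final) in PBS pH 7.4, 0.01% Tween-20; complex preformed 30 min RT, then compounds (top 110 uM) 30 min RT, beads 20 min dark.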
JMJD2A Tudor inh = qHTS Assay for Inhibitors of JMJD2A-Tudor Domain; Lysine-specific demethylase 4A (Homo sapiens), O75164; AlphaScreen JMJD2A-Tudor / H3K4me3 peptide binding; Potency, µM (titrated, usually from 114 µM), inactives show at the top dose activity change, negative = inhibition, actives largely listed as inhibitors; 4.4% of 390,000 active; note: % is set by controls: 0 for no effect and ±100 for the full control effect; nearly all actives have a fitted effect of over 50% in size
G9a inh = qHTS Assay for Inhibitors of Histone Lysine Methyltransferase G9a. Histone-lysine N-methyltransferase EHMT2 (Homo sapiens), Q96KQ7. G9a H3K9 monomethylation, AlphaScreen, 2 h. Potency, µM (doses to about 102 µM), without a hit: at the highest dose activity, negative = inhibition, most hits filed as inhibitors. 8.8% of 350,000 active. AID 504332, 2011; note: % is set by controls: 0 for no effect and ±100 for the full control effect; nearly all actives have a fitted effect of over 75% in size
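Using a bead-based AlphaScreen, monomethylated H3K9 product from 2 h room-temperature reactions (G9a 20 nM, peptide 500 nM, SAM 20 uM) was detected with 0.5 ug/mL rabbit anti-H3K9me1 antibody.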
Pol iota inh = qHTS for Inhibitors of Polymerase Iota. 1% of 390,000 active. Potency, µM (highest dose often 115 µM), inactives show at the top dose activity, negative = inhibition, actives largely listed as inhibitors. DNA polymerase iota (Homo sapiens), Q9UNA4. Pol iota fluorescent replication assay, 10 min
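Pol iota at 10 nM preincubated 15 min with compounds at room temperature; reaction started with fluorescent substrate, 50 nM final. Fluorescence read kinetically at 0 and 10 min; buffer-only wells as negative control.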
GLS inhibitor = qHTS for Inhibitors of Glutaminase (GLS). Glutaminase kidney isoform, mitochondrial (Homo sapiens), O94925. GLS enzymatic activity, qHTS titration. 0.21% of 410,000 active. AID 624170, 2012. Potency, µM (top dose mostly 45.5 µM), for the others: at the top dose activity change, negative = inhibition, most hits filed as inhibitors; note: % is set by controls: 0 for no effect and ±100 for the full control effect
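hKGA in 45 mM KH2PO4 pH 8.2, 0.02% Tween-20 with pin-transferred compounds; 1 mM L-glutamine (stock) plus glutamate oxidase/HRP/Amplex Red coupling added. Fluorescence read initially and after 30 min at RT.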
BLM helicase inh = qHTS Assay for Inhibitors of Bloom's syndrome helicase (BLM) | RecQ-like DNA helicase BLM (Homo sapiens), P54132 | Potency, µM (titrated, usually from 56.1 µM), for the others: top-dose activity change, negative = inhibition, usual class: inhibitors | 0.2% of 350,000 active | recombinant BLM DNA unwinding, fluorescence dequenching | AID 2528, 2010;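 note: plate controls were vehicle for no effect and no enzyme for full effect; nearly all actives have a fitted effect of over 35% in size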
Target sequence (P54132 whole entry, looked up): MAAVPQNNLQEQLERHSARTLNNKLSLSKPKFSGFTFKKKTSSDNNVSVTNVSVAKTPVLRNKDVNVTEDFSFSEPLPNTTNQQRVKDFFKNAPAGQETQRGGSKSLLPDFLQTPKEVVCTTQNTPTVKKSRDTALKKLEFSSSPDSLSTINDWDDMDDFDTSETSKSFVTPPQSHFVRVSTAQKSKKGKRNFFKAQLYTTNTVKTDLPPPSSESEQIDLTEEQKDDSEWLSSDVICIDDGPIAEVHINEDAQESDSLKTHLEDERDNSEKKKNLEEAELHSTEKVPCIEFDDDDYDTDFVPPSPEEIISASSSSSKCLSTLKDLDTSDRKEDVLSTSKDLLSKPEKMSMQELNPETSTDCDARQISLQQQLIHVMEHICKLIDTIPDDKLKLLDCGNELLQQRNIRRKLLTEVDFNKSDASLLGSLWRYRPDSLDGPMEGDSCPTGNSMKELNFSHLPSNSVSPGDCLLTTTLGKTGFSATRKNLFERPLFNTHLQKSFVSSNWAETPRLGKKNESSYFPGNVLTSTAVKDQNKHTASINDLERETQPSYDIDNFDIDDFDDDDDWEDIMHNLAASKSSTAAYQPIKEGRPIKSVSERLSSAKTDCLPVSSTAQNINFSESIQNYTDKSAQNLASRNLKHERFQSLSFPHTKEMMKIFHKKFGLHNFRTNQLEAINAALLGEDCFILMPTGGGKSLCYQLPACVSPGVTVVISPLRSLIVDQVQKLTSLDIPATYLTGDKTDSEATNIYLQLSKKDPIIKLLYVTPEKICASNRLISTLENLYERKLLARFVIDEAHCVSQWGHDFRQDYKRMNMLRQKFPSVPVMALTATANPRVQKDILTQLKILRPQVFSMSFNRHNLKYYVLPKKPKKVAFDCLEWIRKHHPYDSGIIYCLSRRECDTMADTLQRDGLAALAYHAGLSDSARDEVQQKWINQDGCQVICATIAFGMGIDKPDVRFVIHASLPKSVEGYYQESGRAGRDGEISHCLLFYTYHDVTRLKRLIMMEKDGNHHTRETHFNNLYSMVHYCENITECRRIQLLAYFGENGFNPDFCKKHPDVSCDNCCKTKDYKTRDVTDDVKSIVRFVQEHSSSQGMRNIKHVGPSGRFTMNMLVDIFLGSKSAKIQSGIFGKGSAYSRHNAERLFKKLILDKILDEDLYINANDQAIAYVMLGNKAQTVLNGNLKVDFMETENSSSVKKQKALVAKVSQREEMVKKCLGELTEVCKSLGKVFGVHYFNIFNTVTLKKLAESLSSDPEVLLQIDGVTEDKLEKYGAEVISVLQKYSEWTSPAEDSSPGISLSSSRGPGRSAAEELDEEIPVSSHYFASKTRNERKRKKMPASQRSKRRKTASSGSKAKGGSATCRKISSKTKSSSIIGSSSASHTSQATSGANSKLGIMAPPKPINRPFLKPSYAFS
Pin1 inh = qHTS Assay to Find Inhibitors of Pin1; Pin1 FP peptide displacement, HiFluor488, 10 min; Potency, µM (titrated, usually from 115 µM), for inactives: top-dose activity, negative = inhibition, hits mostly inhibitors; 0.009% of 390,000 active; AID 504891, 2011; active = well fitted inhibition curve with a large enough effect in the polarisation, with a control signal flat, not every such curve was filed as active; inconclusive = small, poorly fitted or top-dose-only effect, or effect the other way, or a change in a side signal; inactive = no such curve, though single readings can be large or run the other way; the % refers to the polarisation; note: % is set by controls: 0 for no effect and ±100 for the full control effect
PGK inhibitor = qHTS Assay to Find Inhibitors of Phosphoglycerate Kinase; Phosphoglycerate kinase, glycosomal (Trypanosoma brucei brucei), P07378; PGK/GAPDH coupled, Kinase-Glo luminescence, 60 min; Potency, µM (top dose mostly 57.5 µM), without a hit: at the top dose activity change, negative = inhibition, most hits filed as inhibitors; 0.043% of 380,000 active; note: % is set by controls: 0 for no effect and ±100 for the full control effect; nearly all actives have a fitted effect of over 60% in size
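Luminescent ATP detection (Kinase-Glo Plus) follows a 60-minute room-temperature incubation, with wells lacking PGK as controls. Buffer: 100 mM TEA (pH 7.6), 5 mM MgCl2, 0.01% Tween-20. Coupling enzyme GAPDH (100 nM final) supplies unstable 1,3-BPG in-well.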
HP1b chromo inh = HTS for Inhibitors of HP1-beta Chromodomain Interactions with Methylated Histone Tails | AlphaScreen HP1-beta / biotin-H3K9me3 peptide binding | Potency, µM (doses to about 114 µM), without a hit: top-dose activity change, negative = inhibition, hits mostly inhibitors | 0.56% of 390,000 active | AID 540317, 2011 | Chromobox protein homolog 1 (Homo sapiens), P83916; note: nearly all actives have a fitted effect of over 70% in size; inactives centre near 23
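Compound inhibition of the preformed complex between 50 nM HP1-beta and 50 nM biotinylated H3K9me3 peptide was read by AlphaScreen. Buffer was PBS pH 7.4 with 0.01% Tween-20. Incubations ran 30 min at room temperature, with 10 ug/mL donor/acceptor beads.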
An asterisk follows results filed as active; i = inactive; u = inconclusive; x = not tested or not shown; & = joins results of further samples; [ ] = another dose, or the depositor's remark. Unless noted, calls come from the whole dose curve; as a rule, active = well fitted curve in the direction sought with a large enough effect; inconclusive = small, poorly fitted or top-dose-only effect, or another doubt; inactive = no such curve, though single readings can be large; an effect the other way counts as inactive or inconclusive. Potency is the fitted concentration of half-maximal effect. An excerpt; rates above refer to the full screens.

Pin1 inh | SMILES | PGK inhibitor | BLM helicase inh | BAZ2B block | HP1b chromo inh | Pol iota inh | GLS inhibitor | JMJD2A Tudor inh | G9a inh
-2% | CCOc1ccc(N2C(=O)CC(Sc3nc4ccc(OCC)cc4s3)C2=O)cc1 (stereo unspecified) | i | x | x | 70%[activator] | -1% | -3% | -8% | x
2% | Cc1occc1C(=O)NNC(=S)NCc1ccccc1 | -2% | -3% | 9% | 23% | 13% | 21% | -18% | -1%[59 µM]
-7% | O=C(NCc1ccc(Cl)cc1)c1ccc(Cn2cc(C(F)(F)F)ccc2=O)cc1 | -4% | -5% | 3% | 9% | 7% | -2% | -7% | 78%[activator][59 µM]
-4% | CCn1cc(S(=O)(=O)NCc2ccc(OC)cc2)cn1 | 5% | -5% | -4% | 21% | 28% | -14% | -9% | 30%
-5% | CCc1cccc(C)c1NC(=S)NCC(c1cccnc1)N(C)C (stereo unspecified) | -3% | 3% | -1% | -3% | 26% | 10% | -17% | -34%
-10% | O=C(Nc1ccccc1)c1ccc(S(=O)(=O)Nc2cccc(O)c2)cc1 | i | -6% | -19% | 32% | 1% | 16% | -20% | 22%
-1% | CCc1ccc(S(=O)(=O)c2cn(C)c3cc(N4CCN(CC)CC4)c(F)cc3c2=O)cc1 | 3% | 1% | -1% | -3% | 20% | 1% | -24% | -11%[59 µM]
7% | O=C(O)CSCC(=O)N1CCCCC1 | i | -1% | -2% | 25% | 125%[activator] | -6% | -3% | x
1% | CC1(C)CC(=O)C2=C(C1)OC(N)=C([N+](=O)[O-])C2c1cccs1 (stereo unspecified) | -10% | -1% | 9% | 31% | 4% | 1% | -8% | 5%[59 µM]
1% | CCCCCC(O)c1cccc(OCc2ccc3ccccc3n2)c1 (stereo unspecified) | i | -1%&-14% | 23% | 84%[activator] | u | 2% | 12% | -14%[59 µM]
-7% | CCOc1cccc2sc(N(CCN(CC)CC)C(=O)c3ccc(S(=O)(=O)N4CCCCC4)cc3)nc12 | -7% | -10% | u | 57%[activator] | 1% | -6% | -10% | -39%
-5% | COc1ccc2c(c1)cc(C(=O)N[C@@H](CCSC)C(=O)N1CCC[C@H]1C(=O)O)n2C | -2% | 1% | -16% | 18% | 14% | -1% | -1% | -4%[12.7 µM]
0% | N#C/C(=N\Nc1ccccc1[N+](=O)[O-])C(=N)N1CCCCC1 | -3% | -3% | -27% | -6% | -14% | -13% | u | -41%
13% | Cc1nc2c(cnn2-c2ccccc2)c(=O)n1/N=C/c1ccccc1 | -1% | -2% | 7% | 19% | 14%[58.9 µM] | 1% | -6% | -7%
-9% | CC(Cc1cccs1)NC(=S)Nc1ccc(F)cc1 (stereo unspecified) | 0% | -4% | 8% | 35%[activator] | 52% | 5% | -8% | 14%[59 µM]
0% | CCC1(CC)C(=O)C(C)(C)C(=O)OC1c1ccccn1 (stereo unspecified) | -9% | -2% | -6% | 31% | 9% | 4% | -5% | -1%[12.7 µM]
-5% | CCCCNC(=S)Nc1cccc(S(=O)(=O)NC2=NCCC2)c1 | 0% | x | 3% | 33% | 58%[activator] | 6% | -14% | 18%[2.33 µM]
-1% | CCn1c(SCC(=O)NNC(=O)c2ccc(C)cc2)nnc1C1CC1 | -7% | 0% | -1% | 25% | 0% | 1% | 1% | -5%
-1% | CC(C)C(C(=O)NCC1CCCO1)N(C(=O)CNS(=O)(=O)c1ccc(F)cc1)c1ccccc1 (stereo unspecified) | 3% | 1% | 17% | 24% | 35%[activator] | 7% | 11% | -21%
2% | Cc1cc2nnc(SCc3ccc(F)cc3)n2c2ccccc12 | -2% | -2% | 0% | 28% | 1% | -5% | -18% | -9%[59 µM]

Reprinted at random: 4 records from the list, in no set order.
Pin1 inh | SMILES | PGK inhibitor | BLM helicase inh | BAZ2B block | HP1b chromo inh | Pol iota inh | GLS inhibitor | JMJD2A Tudor inh | G9a inh
-9% | CC(Cc1cccs1)NC(=S)Nc1ccc(F)cc1 (stereo unspecified) | 0% | -4% | 8% | 35%[activator] | 52% | 5% | -8% | 14%[59 µM]
2% | Cc1cc2nnc(SCc3ccc(F)cc3)n2c2ccccc12 | -2% | -2% | 0% | 28% | 1% | -5% | -18% | -9%[59 µM]
13% | Cc1nc2c(cnn2-c2ccccc2)c(=O)n1/N=C/c1ccccc1 | -1% | -2% | 7% | 19% | 14%[58.9 µM] | 1% | -6% | -7%
-1% | CC(C)C(C(=O)NCC1CCCO1)N(C(=O)CNS(=O)(=O)c1ccc(F)cc1)c1ccccc1 (stereo unspecified) | 3% | 1% | 17% | 24% | 35%[activator] | 7% | 11% | -21%

(more compounds)
Pin1 inh | SMILES | PGK inhibitor | BLM helicase inh | BAZ2B block | HP1b chromo inh | Pol iota inh | GLS inhibitor | JMJD2A Tudor inh | G9a inh
u | COCCn1nnnc1C(c1cccs1)N1CCN(c2cccc(C(F)(F)F)c2)CC1 (stereo unspecified) | 7% | -7% | -2% | 29% | 8% | 0% | -11% | 27%[59 µM]
6% | O=C(NC1CCN(Cc2ccccc2)CC1)c1ccc(Oc2cc(Cl)cc(Cl)c2)o1 | -8% | -3% | -7% | 31% | 17% | 4% | -11% | x
3% | COc1ccc(NC(=S)N2CCC(C(=O)c3ccc(F)cc3)CC2)c(OC)c1 | -9% | -10% | -38% | 19% | -3% | 0% | -17% | 4%[59 µM]
0% | O=C(NCC(c1ccco1)N1CCc2ccccc21)c1cccc(F)c1 (stereo unspecified) | -6% | x | u | -14% | 36%[activator] | 2% | u | 50µM*
0% | Cc1cccc(NC(=O)CNC(=O)CN2C(=O)NC3(CCCc4ccccc43)C2=O)c1C (stereo unspecified) | i | x | 10% | 21% | 88%[activator] | -3% | -16% | 6%[0.501 µM]
-2% | CC(OC(=O)c1ccc2c(=O)n3c(nc2c1)CCCCC3)C(=O)Nc1ccc(F)cc1Cl (stereo unspecified) | -3% | 3% | 7% | 22% | 5% | -7% | 0% | 11%[59 µM]
-3% | Cc1ccc(S(=O)(=O)NCCSc2nncn2C)cc1 | -2% | -1% | 4% | 14% | -16% | -6% | -5% | u
0% | CNC(=O)c1sc2nc(-c3ccc(OC)cc3)cn2c1C | -13% | 7% | u | 14% | 35% | 0% | -31% | 50µM*
-1% | CCOc1ccccc1N(CC(=O)Nc1ccc(S(=O)(=O)N2CCCC2)cc1)S(C)(=O)=O | -1% | -6% | -16% | 31% | -3% | 7% | 2% | 20%
-1% | CCOC(=O)C1=NN(c2ccccc2C)C2=NC(C)=C(C(=O)OC)C(c3cccc(OC)c3)N12 (stereo unspecified) | -9% | 5% | u | 12% | 14% | 4% | -32% | -39%
17% | COc1ccc(OC)c(NC(=O)c2c(NCc3sccc3C)sc3c2CCCCC3)c1 | 10% | -6% | u | 0% | u | -1% | u | u
-4% | CCOc1ccc(CCNC(=O)CCc2nc(-c3ccc(C)cc3)no2)cc1OCC | 2% | -1% | 6% | 44%[activator] | 7% | 15% | -10% | -1%
3% | O=C(CCC(=O)c1cccs1)NNC(=O)c1cc(Cl)ccc1Cl | 9% | x | x | 22%[57 µM] | 16% | 7% | -3% | x
1% | Cc1cccc(NC(NC(=O)Cc2ccccc2)C(Cl)(Cl)Cl)c1 (stereo unspecified) | -9% | -4% | -18% | 29% | -3% | -1% | -21% | 13%[59 µM]
-2% | O=C(NCc1cccnc1)c1nn(-c2ccccc2F)nc1CO | 10% | -1% | -1% | 11% | 13% | -10% | -12% | -9%[59 µM]
5% | FC(F)(F)c1ccc2c(c1)[nH]c(=S)n2C1CC1 | -8% | -5% | -19% | 24% | -6% | 13% | -17% | u
11% | Cc1cc(C)n(-c2nc3ccccc3nc2Nc2ccc3c(c2)OCO3)n1 | -6% | -3% | 32% | 106%[activator] | 40%[activator] | 6% | 20% | 42%[activator][59 µM]
3% | COCCCNC(=O)[C@H]1N2C(=O)c3ccccc3C2SC1(C)C (stereo partly specified) | 0% | -1% | -12% | 44%[activator] | 14% | -9% | 22µM* | u
-6% | COc1ccc(/C=C(\NC(=O)c2ccc(Cl)cc2)C(=O)NCCCn2ccnc2)cc1OC | -2% | -4% | -14% | 33%[activator] | 33%[activator] | 1% | -12% | -3%
5% | Cc1ccc(C)c(SCC(=O)Nc2cccc(S(=O)(=O)NC3=NCCCCC3)c2)c1 | -6% | -2% | -6% | 18% | -5% | 11% | -28% | 16%[59 µM]
1% | COc1cc(CCCN[C@H](CN)Cc2ccccc2)cc(OC)c1OC | -3% | x | -32% | 22% | u | 3% | -19% | 1%[0.501 µM]
-4% | O=c1[nH]c(N2CCOCC2)nc2ncn(Cc3ccccc3)c12 | -14% | -1% | 13% | 5% | 4% | -12% | -19% | -5%[12.7 µM]
6% | Cc1cc(Cl)ccc1NS(=O)(=O)c1c(C)[nH]c(=O)[nH]c1=O | -4% | -1% | 0% | 35% | 5% | 0% | u | 6%
0% | OCC1(Cc2ccc(Cl)cc2)CCN(CC2CC=CCC2)CC1 (stereo unspecified) | -4% | 0% | 3% | 27% | 4% | -5% | -8% | -3%
6% | N=c1sccn1CC(=O)Nc1ccccc1Oc1ccccc1 | 5% | 3% | -1% | 5% | 9% | 12% | -17% | u
u | Cc1ccc(C(=O)NN2C(=O)/C(=C/c3cccn3C)SC2=S)cc1 | 8% | -8% | 22µM* | u | 116%[activator] | 4% | u | u
14% | COc1ccc(-c2c(C#Cc3ccsc3)c3cc(-c4ccc(CN5CCOCC5)cc4)ccc3n2C)cc1 | 0% | x | x | 37% | -10% | -6% | -11% | x
